# S1P2 ag = S1P2 receptor agonists, primary screen, cell-based; Sphingosine 1-phosphate receptor 2 (Homo sapiens), O95136; S1P2-expressing cell line, agonist reporter read-out; activation, % at 4.5 µM; 97,000 compounds, 0.46% hits; AID 729, 2007; in the data active means activation above about 16%;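 further: 0% = vehicle low control and 100% = maximal reference agonist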
# Target sequence (O95136 whole entry, looked up): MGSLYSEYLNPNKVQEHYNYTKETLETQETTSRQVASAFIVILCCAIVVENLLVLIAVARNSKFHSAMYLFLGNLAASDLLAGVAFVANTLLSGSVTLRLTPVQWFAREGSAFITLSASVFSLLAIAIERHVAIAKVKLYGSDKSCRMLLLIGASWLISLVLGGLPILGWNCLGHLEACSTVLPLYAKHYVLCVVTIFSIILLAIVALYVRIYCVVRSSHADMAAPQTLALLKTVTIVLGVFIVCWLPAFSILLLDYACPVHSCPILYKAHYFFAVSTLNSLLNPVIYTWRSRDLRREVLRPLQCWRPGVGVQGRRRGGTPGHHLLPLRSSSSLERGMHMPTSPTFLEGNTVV
# E coli WT exp = growth inhibitors of wild-type E. coli, primary screen, strain BW25113, expanded library, OD600; growth inhibition, % at 100 µM; 98,000 compounds, 0.15% hits; OD600 absorbance;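 active means growth inhibition above about 50% at one test dose, limit read from the data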;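 further: growth measured after 20 h incubation at 37 °C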
# PostGolgi ctrl = growth inhibition of yeast control strain, primary screen, counter-screen for post-Golgi transport modulator project; inhibition, % at 10 µM; efflux-deficient yeast background strain, growth absorbance A615, 16 h; 98,000 compounds, 5% hits; AID 738, 2007
# hDAT+cocaine = changed hDAT dopamine uptake under cocaine IC80, either direction, primary screen, cocaine antagonist project, cell-based, LLC-PK1 hDAT, [14C]-dopamine uptake, MLSMR | Sodium-dependent dopamine transporter (Homo sapiens), Q01959 | LLC-PK1 hDAT cells, [14C]-dopamine uptake with cocaine IC80; actives deviate in either direction | B-score at 10 µM | 110,000 compounds, 1.3% hits | AID 449768, 2010;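 active means Z score or B-score, a plate-position-corrected score, falls beyond the plate's 99.7% confidence bounds, in either direction; inactive means both scores lie inside the 99.7% bounds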;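 further: scored against the spread of the other compound wells on the same plate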
# Target sequence (Q01959 whole entry, looked up): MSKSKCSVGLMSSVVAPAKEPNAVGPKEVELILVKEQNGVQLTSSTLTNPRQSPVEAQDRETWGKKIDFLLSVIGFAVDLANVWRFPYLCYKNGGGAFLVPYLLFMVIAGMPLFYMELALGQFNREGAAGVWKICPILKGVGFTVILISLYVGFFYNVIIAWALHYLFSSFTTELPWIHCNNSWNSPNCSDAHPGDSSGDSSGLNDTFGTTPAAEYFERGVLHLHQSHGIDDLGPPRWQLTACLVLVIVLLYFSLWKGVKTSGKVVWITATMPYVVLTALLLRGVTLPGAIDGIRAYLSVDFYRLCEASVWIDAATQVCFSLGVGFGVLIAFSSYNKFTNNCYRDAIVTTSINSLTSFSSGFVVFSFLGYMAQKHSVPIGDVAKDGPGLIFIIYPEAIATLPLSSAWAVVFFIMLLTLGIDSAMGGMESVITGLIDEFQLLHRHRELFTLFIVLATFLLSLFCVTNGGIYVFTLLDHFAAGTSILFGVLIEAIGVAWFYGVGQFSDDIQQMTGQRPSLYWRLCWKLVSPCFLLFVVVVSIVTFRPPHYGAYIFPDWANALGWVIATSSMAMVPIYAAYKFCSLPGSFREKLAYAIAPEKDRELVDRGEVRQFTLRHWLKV
# PostGolgi yeast = phenotypic screen on post-Golgi transport, primary screen; post-Golgi transport phenotypic cell assay; inhibition, % at 10 µM; 98,000 compounds, 0.9% hits;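 further: yeast cells grown in 1536-well plates; yeast grown about 18 h at 30C before absorbance read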
# S1P2 blocker = human S1P2 receptor antagonists, primary screen, cell-based. cell-based S1P2 antagonist assay, inhibition at 5 uM. inhibition, % at 5 µM. 97,000 compounds, 0.21% hits. AID 736, 2007; in the data active means inhibition above about 45%;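 further: CRE beta-lactamase reporter cells expressing human S1P2 stimulated with S1P; 0% = agonist at EC80 alone and 100% = agonist plus reference antagonist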
# Lung fibro prol = antiproliferative effect on LL 47 fibroblasts – human, LL 47 cells, CellTiter-Glo luminescence, primary screen. LL 47 human lung fibroblast viability, ATP luminescence; hits give low values. viability, % at 10 µM. 85,000 compounds, 1.1% hits;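 active means viability at or below 50% in the single dose screen; inactive means viability above 50%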;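 further: compound exposure lasted 72 h before the ATP readout; 100% = median luminescence of untreated cell-only wells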
#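 Material: Human LL 47 lung fibroblast cells | Input: 1,150 cells/well | Buffer or medium: IMEM plus 15% FBS | Compound dosing: 0.1% DMSO in all compound wells | Times: Overnight cell rest, 72 h compound treatment at 37 °C | Signal: CellTiter-Glo luminescence measuring cellular ATP | Measure: % viability versus median cells-only luminescence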
# HUVEC inhibit = inhibitors of HUVEC proliferation, primary screen, cell-based, 384-well; CellTiter-Glo luminescence, 72 h; hits give low values; viability, % at 10 µM (by protocol); 86,000 compounds, 1.1% hits; AID 648, 2007;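 active means viability at or below 30%; inactive means viability above 30%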;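 further: 100% = median luminescence of DMSO-only cell control wells on each plate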
# H69AR inhibit = proliferation blockers of H69AR lung cancer cells, primary screen, cell-based, human, 86K library; AID 598, 2007; H69AR lung tumor viability, ATP luminescence, 72 h; hits give low values; viability, % at 10 µM; 85,000 compounds, 6% hits;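 active means viability at or below 40%; inactive means viability above 40%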;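 further: multidrug resistant small cell line overexpressing MRP-1 efflux transporter; 100% = mean luminescence of untreated control wells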
# Starred values were filed as active, the others as inactive; x = no result given. Unless noted, no stated cut-off is given here; in the data, active means inhibition above about 30%; inactive means the rest.
SMILES,S1P2 ag,E coli WT exp,PostGolgi ctrl,hDAT+cocaine,PostGolgi yeast,S1P2 blocker,Lung fibro prol,HUVEC inhibit,H69AR inhibit
O=C(O)CNS(=O)(=O)c1ccc(F)cc1,-1,3,-10,-1.3,-4,-12,99,108,100
CC(C)=CC(=O)OCC(=O)Nc1ccccc1Cl,x,-4,-5,-0.1,-2,x,93,101,91
COc1cccc(C2CC(c3cccc(Br)c3)n3ncnc3N2)c1 (configuration not stated),-6,13,5,0.38,2,-1,99,80,65
COc1ccc(N2CCN(C(=O)c3cccc(N4C(=O)C5CC=CC(C)C5C4=O)c3)CC2)cc1 (configuration not stated),-2,1,4,x,-30,6,103,104,85
CCn1c(SCC(=O)Nc2ccc3c(c2)c2ccccc2n3CC)nnc1-c1ccco1,-6,1,23,x,-7,-3,99,101,82
O=C(CSc1nc2ccc(Cl)cc2o1)NCc1ccc2c(c1)OCO2,-7,-1,15,-1.1,7,-3,106,85,95
Cc1ccc(C(=O)C(OC(=O)CNS(=O)(=O)c2ccccc2)c2ccccc2)cc1 (configuration not stated),-5,-4,-4,0.028,-2,7,x,x,x
CC(C)n1c(SCC(N)=O)nc2c1c(=O)n(C)c(=O)n2C,-6,1,10,0.064,2,-20,96,87,92
CCCN1C2CCCC1CC(NC(=O)Nc1ccc(C(C)C)cc1)C2 (configuration not stated),-4,x,x,0.012,x,10,83,78,92
CCCCn1nc2cc(C(=O)NCC34CC5CC(CC(C5)C3)C4)ccc2c1OCC,-2,-4,8,1.6,21,7,x,x,x
Cc1ccc2c(c1)c1nc3ccccc3nc1n2CCN1CCOCC1,x,3,12,1.4,1,x,82,89,56
CC(Oc1ccc(C(=O)NCCc2ccccc2)cc1)C(=O)O (configuration not stated),-2,-11,7,-0.57,-1,-27,94,96,81
O=C(Cn1cnc2c(cnn2-c2ccc(Cl)cc2)c1=O)NCC1CCCO1 (configuration not stated),-6,-5,1,-0.36,-15,15,94,100,93
Cc1cc(C)c([N+](=O)[O-])cc1-c1ccc(/C=N/c2c(-c3ccco3)nc3ccccn23)o1,-1,3,4,-0.0028,11,-1,x,x,x
CSc1nc(C)c2c(c1C#N)CCCC2,-3,9,12,-2.7,19,3,96,112,107
CNC(=O)c1[nH]cnc1C(=O)Nc1ccc(C)cc1,-2,x,x,0.23,x,-20,93,93,83
Cc1ccc(O)c(C(=O)c2cnn(-c3ccccc3)c2)c1,-1,-2,4,-0.15,5,-25,x,x,x
O=c1oc2c(Cl)cc(Cl)cc2cc1-c1nnc(Nc2ccccc2F)s1,0,1,-3,x,-3,13,x,x,x
COCc1cc(Sc2ccc(Cl)cc2Cl)nc(-c2ccccc2)n1,-2,-7,2,0.39,1,-6,x,x,x
CCn1cc(C(=O)NCCCOC(C)C)c2cc(OC)c(OC)cc2c1=O,x,1,2,-0.011,1,x,98,102,96
CN1CCN(C(=O)c2ccc3c(c2)NC(=O)C(C)(C)O3)CC1,-4,-2,4,0.52,-2,5,94,88,94
Cc1ccc(CS(=O)(=O)Cc2ccc(C(=O)NCCCN3CCOCC3)o2)cc1,-7,2,3,0.41,-1,9,94,76,99
CCOc1cc(/C=N/Nc2nc(N3CCCC3)nc(N3CCCC3)n2)ccc1O,-6,x,x,-0.86,x,2,93,74,94
CCC(c1nnnn1C1CCCC1)N(Cc1cccs1)Cc1cc2cc(C)ccc2[nH]c1=O (configuration not stated),-8,-11,26,0.53,0,4,74,51,4.2*
Cc1cc(NC(=O)CN2C(=O)NC(C)(c3ccc(OC(F)F)cc3)C2=O)no1 (configuration not stated),-7,-4,6,0.017,-24,2,99,98,99
Cn1nc(-c2ccc(OCC(=O)Nc3ccccc3)cc2)c2ccccc2c1=O,-3,-12,16,-0.13,19,-8,101,103,86
COc1ccc(/C=C/C(=O)Nc2sc3c(c2C(=O)NCc2cccnc2)CCCC3)cc1,-9,-4,52*,1.9,19,6,x,x,x
CCOC(=O)CSc1nc2ccccc2c(=O)n1CCC(=O)NCCc1ccc(OC)c(OC)c1,-2,-3,15,0.39,-6,-3,104,93,95
Cn1cc(CNC(=O)COc2ccc(Cl)cc2Cl)cn1,-4,7,3,0.43,21,1,104,109,101
Cc1sc(NC(=S)NC(=O)c2cccs2)nc1-c1ccc(C(C)C)cc1,-3,-12,-8,0.44,-2,17,x,x,x
CCOc1ccc(NC(=O)CS(=O)(=O)c2cn(CC)c3ccccc23)cc1,-3,6,0,1.9,-6,16,100,99,92
O=C(C1CCN(c2nnc(-n3cccc3)s2)CC1)N1CCc2ccccc2C1,-3,2,-9,0.11,4,27,93,118,41
O=C(C1CC1)N1CCc2cc(S(=O)(=O)N3CCCc4ccccc43)ccc21,-8,-5,29,0.29,1,-3,86,72,87
O[C@@H]1C2CCCC1[C@]1(O)CCCCC1C2 (some centres not stated),-3,5,2,-0.88,3,-1,x,x,x
Cc1oc2cc(O)cc(C)c2c(=O)c1-c1cnn(-c2ccccc2)c1,-6,-4,10,0.062,-6,-8,91,79,100
COc1ccc(-n2c(SCC(=O)N3CCCCC3C)nnc2-c2cccnc2)cc1 (configuration not stated),-8,5,-2,-0.014,0,5,106,100,91
Cn1c(Cn2c(=O)sc3ccccc32)nnc1SCC(=O)Nc1ccc(Cl)cc1,x,3,-8,0.073,-2,x,100,71,46
Cc1sc2ncnc(SCC(=O)N3CCN(C(=O)c4ccco4)CC3)c2c1C,x,1,13,2,1,x,94,99,82
Cc1cccc(NC(=O)c2c(O)c3cccc4c3n(c2=O)CCC4)n1,-19,3,-1,-1,2,14,100,103,85
O=C(O)COc1ccc(S(=O)(=O)c2ccc(OCC(=O)O)cc2)cc1,-6,0,4,x,-9,3,111,108,115

# 11 compounds already listed, sorted by number of heavy atoms, rising:
SMILES,S1P2 ag,E coli WT exp,PostGolgi ctrl,hDAT+cocaine,PostGolgi yeast,S1P2 blocker,Lung fibro prol,HUVEC inhibit,H69AR inhibit
O[C@@H]1C2CCCC1[C@]1(O)CCCCC1C2 (some centres not stated),-3,5,2,-0.88,3,-1,x,x,x
Cn1cc(CNC(=O)COc2ccc(Cl)cc2Cl)cn1,-4,7,3,0.43,21,1,104,109,101
Cc1oc2cc(O)cc(C)c2c(=O)c1-c1cnn(-c2ccccc2)c1,-6,-4,10,0.062,-6,-8,91,79,100
Cc1sc(NC(=S)NC(=O)c2cccs2)nc1-c1ccc(C(C)C)cc1,-3,-12,-8,0.44,-2,17,x,x,x
CCOc1ccc(NC(=O)CS(=O)(=O)c2cn(CC)c3ccccc23)cc1,-3,6,0,1.9,-6,16,100,99,92
Cc1sc2ncnc(SCC(=O)N3CCN(C(=O)c4ccco4)CC3)c2c1C,x,1,13,2,1,x,94,99,82
Cn1nc(-c2ccc(OCC(=O)Nc3ccccc3)cc2)c2ccccc2c1=O,-3,-12,16,-0.13,19,-8,101,103,86
COc1ccc(-n2c(SCC(=O)N3CCCCC3C)nnc2-c2cccnc2)cc1 (configuration not stated),-8,5,-2,-0.014,0,5,106,100,91
COc1ccc(/C=C/C(=O)Nc2sc3c(c2C(=O)NCc2cccnc2)CCCC3)cc1,-9,-4,52*,1.9,19,6,x,x,x
CCC(c1nnnn1C1CCCC1)N(Cc1cccs1)Cc1cc2cc(C)ccc2[nH]c1=O (configuration not stated),-8,-11,26,0.53,0,4,74,51,4.2*
CCOC(=O)CSc1nc2ccccc2c(=O)n1CCC(=O)NCCc1ccc(OC)c(OC)c1,-2,-3,15,0.39,-6,-3,104,93,95

# Continued.
SMILES,S1P2 ag,E coli WT exp,PostGolgi ctrl,hDAT+cocaine,PostGolgi yeast,S1P2 blocker,Lung fibro prol,HUVEC inhibit,H69AR inhibit
O=C(COc1ccc(N2CC(C(=O)O)CC2=O)cc1)Nc1cccc(C(F)(F)F)c1 (configuration not stated),-4,1,3,-0.1,7,1,97,87,96
CC1CC(C)(C)Nc2ccc(OC(=O)c3ccco3)cc21 (configuration not stated),-8,6,-13,-0.14,-2,28,1.7*,5.7*,1.1*
CC1(C(=O)Nc2nnc(C(C)(C)C)s2)Cc2ccccc2C(=O)O1 (configuration not stated),-8,2,-1,-0.086,6,18,101,102,91
COC(=O)c1ccc(NC(=O)C23CC4CC(C2)CC(n2cnc(Cl)n2)(C4)C3)cc1,-9,x,x,-1.2,x,-10,97,90,73
CCOC(=O)Cc1csc(NC(=O)CS(=O)(=O)Cc2ccccc2)n1,-3,6,1,1.6,7,-15,103,98,94
N#Cc1c(-c2ccco2)nc(SCC(=O)Nc2ccc(S(N)(=O)=O)cc2)[nH]c1=O,-2,-5,-6,x,1,-5,x,x,x
C=CCOC(=O)C(C#N)c1nc2ccccc2nc1N1CCCC1 (configuration not stated),-4,4,10,-0.53,0,19,96,106,73
O=C(NCc1ccccn1)c1ccc(Br)s1,0,13,10,0.94,-2,1,125,108,90
CC1CN(Cc2nc3c(c(=O)n(C)c(=O)n3C)n2Cc2ccccc2)CC(C)O1 (configuration not stated),-3,-4,5,-0.41,-8,-13,100,92,83
CCCC1c2ccc(C)n2CCN1C(=O)Nc1ccc(F)cc1 (configuration not stated),-1,9,-6,-0.56,2,0,x,x,x

# Look-ups from the results shown:
# In Lung fibro prol, `COC(=O)c1ccc(NC(=O)C23CC4CC(C2)CC(n2cnc(Cl)n2)(C4)C3)cc1` is listed with 97
# In E coli WT exp, `CC1CN(Cc2nc3c(c(=O)n(C)c(=O)n3C)n2Cc2ccccc2)CC(C)O1` (configuration not stated) is listed with -4

# The list continues.
SMILES,S1P2 ag,E coli WT exp,PostGolgi ctrl,hDAT+cocaine,PostGolgi yeast,S1P2 blocker,Lung fibro prol,HUVEC inhibit,H69AR inhibit
COC(=O)CCN(C(=O)c1ccc(OC(C)=O)cc1)c1ccccn1,-6,-15,12,-0.085,-1,6,93,99,90
CCn1c(CC(=O)Nc2cccc(OC)c2)nnc1SCC(=O)N1CCN(c2ccccc2)CC1,-8,1,11,0.18,2,7,98,98,97
Clc1ccc(CSc2nncn2-c2ccccn2)cc1,-9,3,12,2.1,4,8,102,116,106
Cc1ccccc1NC(=S)NCCc1ccccn1,-6,0,-1,0.58,-7,-4,x,x,x
Cc1cccc(C)c1OCCSc1n[nH]c(N)n1,0,5,8,-0.035,1,-41,x,x,x
O=C(OC(C(=O)NCC1CCCO1)c1ccccn1)c1cccs1 (configuration not stated),1,7,-2,0.46,-1,-16,92,87,94

# Screening results as filed in PubChem.
